From PubChem
S-ASM inh: blocks human secretory acid sphingomyelinase | P17405 | placental ASM, HMU-PC fluorogenic substrate, 60 min | Potency, µM (series often up to 57.5 µM), without a hit: at the top dose activity change, negative = inhibition, most hits filed as inhibitors | 340,000 tested, 0.006% active | AID 504937; also: potency is read from the fitted curve at half-maximal effect
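Fluorogenic HMU-PC substrate (9 uM final) is turned over by placental ASM in 60 min at 37 C after a 10 min compound preincubation. Reaction ended by alkaline stop (pH 10), with fluorescence read at 386/447 nm.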
A-T KAP1 phos: potential ataxia-telangiectasia treatments restoring KAP-1 phosphorylation; Potency, µM (highest dose often 57.5 µM), inactives show at the highest dose activation, most hits filed as activators; 320,000 tested, 0.19% active; […] A-T fibroblasts, KAP-1 phosphorylation AlphaLISA; neocarzinostatin DNA damage 30 min before lysis; also: potency is read from the fitted curve at half-maximal effect; % of control where 0% means no effect; nearly all actives have a fitted effect of over 45% in size
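ATM-like activity read as KAP-1 phosphorylation via AlphaLISA donor/acceptor antibody pairs after lysis and 6 hr at 25C. Cells were ATM-null patient fibroblasts ([…], hTERT), dosed 60 min, then exposed to the DSB inducer NCS for 30 min.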
FBPA coupling cs: counter-screen for Giardia aldolase inhibitors: coupling enzyme system. coupling enzyme system counterscreen, AmpLite Red fluorescence. activity change, negative = inhibition, % at 58.2 µM, hits read low. AID 2472. 290,000 tested, 0.67% active; in the data active = activity change below about -30%; also: % is scaled to controls: 0 for no effect and ±100 for the full control effect
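Coupling enzymes only (glyceraldehyde-3-phosphate) + compound, at 57.5 uM final, 10 min RT; add substrate/coupling/AmpLite Red mix, 20 min RT; fluorescence ex 525/em 598 nm. Actives flag coupling-system interference.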
MBNL1 CUG block: MBNL1-poly(CUG) RNA binding inhibition | Q9NR56 | TR-FRET MBNL1-His/biotin-(CUG)12 binding, 665/545 ratio | Potency, µM (doses to about 57.5 µM), without a hit: at the highest dose activity change, negative = inhibition, usual class: inhibitors | 280,000 tested, 0.036% active; active = well fitted inhibition curve with a large enough effect in the signal ratio, with a control signal flat, not every such curve was filed as active; inconclusive = small, poorly fitted or top-dose-only effect, or effect the other way, or a change in a side signal; inactive = no such curve, though single readings can be large or run the other way; the % refers to the signal ratio; also: potency is read from the fitted curve at half-maximal effect; % is scaled to controls: 0 for no effect and ±100 for the full control effect
Target sequence (Q9NR56 whole entry, looked up): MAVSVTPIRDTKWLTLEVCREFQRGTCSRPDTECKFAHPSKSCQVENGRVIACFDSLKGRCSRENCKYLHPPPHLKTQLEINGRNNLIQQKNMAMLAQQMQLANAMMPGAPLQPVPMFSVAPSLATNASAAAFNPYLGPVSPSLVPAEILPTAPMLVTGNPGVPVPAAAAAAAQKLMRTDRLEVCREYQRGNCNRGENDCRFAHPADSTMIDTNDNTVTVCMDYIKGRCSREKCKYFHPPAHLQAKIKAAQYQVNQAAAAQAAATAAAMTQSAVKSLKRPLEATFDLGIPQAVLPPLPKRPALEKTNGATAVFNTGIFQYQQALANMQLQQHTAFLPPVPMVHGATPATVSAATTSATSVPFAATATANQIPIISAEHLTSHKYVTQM
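Ratiometric TR-FRET (665 over 545 nm, excitation 340 nm) tracks disruption of MBNL1-His/biotin-(CUG)12 complex after 60 min at room temperature, with compounds at 92 nM to 58 uM final.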
Integrin act MD: activates integrin-mediated alleviation for muscular dystrophy | Potency, µM (doses to about 38.3 µM), for inactives: at the top dose activation, most hits filed as activators | alpha7betagal myoblasts, beta-gal FDG fluorescence, 48 h | 350,000 tested, 0.064% active;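 also: potency is read from the fitted curve at half-maximal effect; 100% = response of the positive control SU9516; nearly all actives have a fitted effect of over 60% in size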
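alpha7betagal+/- myoblasts (passage 13, 250/well) treated 48 h at 37C with compounds at 1:260 dilution of DMSO stock. Lysed, then beta-galactosidase activity read as FDG fluorescence (ex 480/em 540) after 30 min, with pre-read for autofluorescence.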
hERG WT inh: inhibitors of human wildtype KCNH2 potassium channel; U2OS, BacMam KCNH2, thallium flux FluxOr; active compounds read low; 340,000 tested, 0.37% active; activity change, % at 1.84 µM; Q12809;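 active = maximum activity change below -70%; inconclusive = maximum activity change between -70% and -50%; inactive = maximum activity change above -50%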; also: % is scaled to controls: 0 for no effect and ±100 for the full control effect
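U2OS cells were transduced with wild-type KCNH2 virus (2.03 x 10^8 / mL) for 4 h at room temperature, then cultured overnight at 37 C. Thallium flux was read with FluxOr dye. Rate constants were normalized to DMSO controls.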
CXXC DNA block: blocks binding of human MLL CXXC domain to DNA. Q03164. MLL-CXXC / FITC-HOXA9 DNA fluorescence polarization. Potency, µM (highest dose often 115 µM), without a hit: at the top dose activity change, negative = inhibition, actives largely listed as inhibitors. 290,000 tested, 0.037% active. AID 2662; active = well fitted inhibition curve with a large enough effect in the polarisation, with a control signal flat, not every such curve was filed as active; inconclusive = small, poorly fitted or top-dose-only effect, or effect the other way, or a change in a side signal; inactive = no such curve, though single readings can be large or run the other way; the % refers to the polarisation; also: potency is read from the fitted curve at half-maximal effect
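Fluorescence polarization: 7 uM MLL-CXXC (stock) preincubated 5 min with compounds, then 50 nM fluorescein-HOX-A9 DNA (stock) added; 30 min ambient. Buffer 50 mM Tris-HCl pH 7.5, 50 mM NaCl, 1 mM DTT, 0.05% BSA.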
TRPV1 ag: agonists of human vanilloid receptor 1 (TRPV1) | Q8NER1 | TRPV1-expressing cells, Fluo-8 calcium influx, agonist mode | activation, % at 8.33 µM | 320,000 tested, 0.19% active | AID 540275; in the data active = activation above about 80%; inconclusive = between about 30% and that limit; also: 0% is about no effect
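Fluo-8 calcium influx in TRPV1-expressing cells, kinetic read (ex 480/em 520 nm). Compound added and read 3 min for agonist activity, followed by capsaicin at EC20 final and 2 min further read for enhancement.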
GALK inhibitor: inhibitors of human galactokinase | P51570 | Potency, µM (top dose mostly 57.5 µM), without a hit: at the top dose activity change, negative = inhibition, actives largely listed as inhibitors | 270,000 tested, 0.007% active | Purified GALK, Kinase-Glo residual ATP luminescence; also: potency is read from the fitted curve at half-maximal effect; % is scaled to controls: 0 for no effect and ±100 for the full control effect
Target sequence (P51570 whole entry, looked up): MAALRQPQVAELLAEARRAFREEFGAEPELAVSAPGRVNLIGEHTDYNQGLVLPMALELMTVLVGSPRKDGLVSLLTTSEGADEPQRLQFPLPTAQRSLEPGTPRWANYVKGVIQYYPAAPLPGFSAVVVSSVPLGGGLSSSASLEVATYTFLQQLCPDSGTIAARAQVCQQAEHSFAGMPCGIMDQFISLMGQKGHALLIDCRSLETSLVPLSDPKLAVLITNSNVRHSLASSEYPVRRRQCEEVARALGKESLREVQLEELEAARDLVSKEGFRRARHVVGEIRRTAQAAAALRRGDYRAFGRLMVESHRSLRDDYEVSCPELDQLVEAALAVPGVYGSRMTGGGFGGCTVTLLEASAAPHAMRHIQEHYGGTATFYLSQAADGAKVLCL
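Human GALK (5 nM) with 35 uM ATP and 100 uM galactose in 20 mM HEPES pH 8.0, 5 mM MgCl2, 60 mM NaCl, 1 mM DTT, 0.01% BSA. After 1 h at room temperature, leftover ATP was read by Kinase-Glo Plus luminescence.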
KCNH2 3.1 inh: KCNH2 3.1 (human) potassium channel inhibition | AID 720553 | 340,000 tested, 0.95% active | U2OS KCNH2 3.1, thallium flux FluxOr; active compounds read low | activity change, % (tested at about 1.8 µM);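 active = maximum activity change below -70%; inconclusive = maximum activity change from -70% to -50%; inactive = maximum activity change above -50%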;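 also: thallium influx rate constant from kinetic fluorescence after stimulation buffer; % is scaled to controls: 0 for no effect and ±100 for the full control effect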
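U2OS cells transduced with KCNH2 3.1 mutant virus (1.77 x 10^8 /mL, 4 h), plated overnight at 37 C, loaded 45 min with FluxOr dye plus Red40 quencher. Thallium flux rate constant from kinetic reads after stimulation buffer, normalised to controls.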
Starred values were filed as active, the others as inactive; u = inconclusive; x = not tested or not shown; [ ] = remark or other dose. Unless noted, calls follow the shape of the dose curve; as a rule, active = well fitted curve in the direction sought with a large enough effect; inconclusive = small, poorly fitted or top-dose-only effect, or another doubt; inactive = no such curve, though single readings can be large; an effect the other way counts as inactive or inconclusive. Only part of the results is shown; the hit share may differ from the screen's.

SMILES	S-ASM inh	A-T KAP1 phos	FBPA coupling cs	MBNL1 CUG block	Integrin act MD	hERG WT inh	CXXC DNA block	TRPV1 ag	GALK inhibitor	KCNH2 3.1 inh
CN(C)P(=O)(N(C)C)N1CC1	1%	x	x	x	1%	-2	x	x	x	1
Cc1ccc(NP(=O)(Oc2ccccc2)Oc2ccccc2)cc1	-2%	x	x	x	0%	1	x	x	x	12
COC(=O)C1=C(c2ccc(F)cc2OCc2ccccc2)C[C@@H]2CC[C@H]1N2C(=O)NCc1ccc([N+](=O)[O-])cc1	10%	5%	x	x	-12%	-20	x	19	x	-88*
O=C(C1CC(c2ccccc2O)=NO1)N1CCC2(CC1)OCCO2 (centres undefined)	16%	x	1	-5%	-1%	-9	-25%	1	0%	2
CC1(C)C(C=C(Cl)Cl)C1C(=O)OCc1cccc(Oc2ccccc2)c1 (centres undefined)	0%	40µM*	-1	x	x	-7	-1%	-5	x	-7
O=c1[nH]c(=O)n(C2CCCCCC2)c(O)c1C=NCC1CCCO1 (centres undefined)	1%	3%	0	-1%	-3%	-3	-3%	3	-3%	-4
O=P(Oc1ccc(Cl)cc1)(N1CC1)N1CC1	u	x	x	x	-4%	-3	x	x	x	0
CC(=O)N1CCN(CC(=O)Nc2ccc(C#N)c(Cl)c2)CC1	3%	1%	4	7%	24%	-5	-1%	1	0%	2
NP(=O)(OCC(F)(F)F)Oc1cccc2ccccc12 (centres undefined)	3%	-6%	1	-2%	-26%	-9	0%	-1	x	-7
O=c1c2ccccc2nc(/C=C/c2ccccc2)n1-c1ccc(O)cc1	37%	-16%	-2	7%	0%	-14	8%	-1	-3%	-42
COc1cccc(-n2c(C)nc3ccccc3c2=O)c1	-2%	14%	-3	-1%	-24%	6	-2%	-1	1%	-45
CCC(=O)Nc1ccc(N2CCN(CC)CC2)c(Cl)c1	4%	6%	x	-6%	-8%	28	-1%	-1	-2%	-3
O=C(CCC(=O)N1CCC2(CC1)OCCO2)Nc1nnc(C2CCCCC2)s1	0%	3%	1	-1%	20%	2	-4%	5	4%	-4
CCN1C(=O)NC(=O)/C(=C\c2cn(CC(=O)N3CCCCC3C)c3ccccc23)C1=O (centres undefined)	-3%	2%	7	-2%	8%	-3	-3%	13	-4%	-7
O=C(Cn1ncc2c3ccccc3n(Cc3ccccc3F)c2c1=O)N1CCC2(CC1)OCCO2	-2%	-6%	-1	-16%	-8%	-3	-1%	3	-3%	-12
Cc1ccc(Oc2cnn(-c3ccccc3)c(=O)c2Br)cc1	-3%	7%	3	51%[activator]	-47%[inhibitor]	-2	-7%	24	6%	-30
O=C1C2CCCN2C(c2cccs2)N1c1ccccn1 (centres undefined)	-2%	1%	0	-5%	4%	-7	-3%	-2	-1%	1
CN(C(=O)Oc1ccc(C(=O)c2ccc(Cl)cc2)cc1)c1ccccc1	-3%	7%	3	x	-27%	14	6%	13	1%	-10
CC(=O)/C=C/c1ccccc1	-1%	-5%	x	x	13%	6	x	x	x	2
CC1=CC(=O)C2=C(C)CC(O)C3C(C)C(=O)OC3C12 (centres undefined)	3%	7%	13	-18%	-19%	2	8%	4	2%	49
O=P(O)(O)COc1ccccc1O	u	-12%	3	-2%	u	-5	1%	1	5%	-5
CCCCC1C(=O)NC(=S)NC1=O	x	2%	1	-10%	x	x	-14%	-1	1%	x
CCC(=NCc1ccco1)c1c(O)n(C2CCCCC2)c(=O)[nH]c1=O	-10%	7%	-2	-4%	-45%[inhibitor]	0	0%	8	3%	-3
Cc1ccc(/C=C2\C(=O)NC(=O)N(CCc3ccc(F)cc3)C2=O)o1	3%	4%	0	u	7%	x	u	18	-5%	-19
CC(=Nc1ccc2c(c1)CCC2)c1c(O)n(-c2ccccc2)c(=O)[nH]c1=O	0%	23%	0	-6%	-6%	-4	-1%	1	0%	-4
CN[C@H]1C[C@H]2O[C@@](C)([C@H]1OC)n1c3ccccc3c3c4c(c5c6ccccc6n2c5c31)C(=O)NC4	x	19%	0	29%	x	x	34%[activator]	18	0%	x

By substructure, the entries above containing a halogen.
SMILES	S-ASM inh	A-T KAP1 phos	FBPA coupling cs	MBNL1 CUG block	Integrin act MD	hERG WT inh	CXXC DNA block	TRPV1 ag	GALK inhibitor	KCNH2 3.1 inh
COC(=O)C1=C(c2ccc(F)cc2OCc2ccccc2)C[C@@H]2CC[C@H]1N2C(=O)NCc1ccc([N+](=O)[O-])cc1	10%	5%	x	x	-12%	-20	x	19	x	-88*
CC1(C)C(C=C(Cl)Cl)C1C(=O)OCc1cccc(Oc2ccccc2)c1 (centres undefined)	0%	40µM*	-1	x	x	-7	-1%	-5	x	-7
O=P(Oc1ccc(Cl)cc1)(N1CC1)N1CC1	u	x	x	x	-4%	-3	x	x	x	0
CC(=O)N1CCN(CC(=O)Nc2ccc(C#N)c(Cl)c2)CC1	3%	1%	4	7%	24%	-5	-1%	1	0%	2
NP(=O)(OCC(F)(F)F)Oc1cccc2ccccc12 (centres undefined)	3%	-6%	1	-2%	-26%	-9	0%	-1	x	-7
CCC(=O)Nc1ccc(N2CCN(CC)CC2)c(Cl)c1	4%	6%	x	-6%	-8%	28	-1%	-1	-2%	-3
O=C(Cn1ncc2c3ccccc3n(Cc3ccccc3F)c2c1=O)N1CCC2(CC1)OCCO2	-2%	-6%	-1	-16%	-8%	-3	-1%	3	-3%	-12
Cc1ccc(Oc2cnn(-c3ccccc3)c(=O)c2Br)cc1	-3%	7%	3	51%[activator]	-47%[inhibitor]	-2	-7%	24	6%	-30
CN(C(=O)Oc1ccc(C(=O)c2ccc(Cl)cc2)cc1)c1ccccc1	-3%	7%	3	x	-27%	14	6%	13	1%	-10
Cc1ccc(/C=C2\C(=O)NC(=O)N(CCc3ccc(F)cc3)C2=O)o1	3%	4%	0	u	7%	x	u	18	-5%	-19
